Screening data: PubChem, National Center for Advancing Translational Sciences (NCATS)
uPA generation: blocks generation of uPA at the cell surface. cell surface uPA generation assay, qHTS. AID 540303. Potency, µM (top dose mostly 38.3 µM), for the others: top-dose activity change, negative = inhibition, hits mostly inhibitors. 330,000 compounds, 0.31% hits; active = well fitted inhibition curve with a large enough effect; inconclusive = small, poorly fitted or top-dose-only effect; inactive = no such curve, though single readings can be large or run the other way; tested in mouse RAW 264.7 cells; note: potency is the fitted concentration of half-maximal effect; nearly all actives have a fitted effect of over 55% in size
PKM2 act: PKM2 (human) enzyme activation; P14618; purified PKM2, Kinase-Glo ATP luminescence, activation; response scale: 0% is enzyme alone, no compound; Potency, µM (top dose mostly 57.5 µM), for inactives: at the highest dose activation, usual class: activators; 260,000 compounds, 0.34% hits; note: potency is the fitted concentration of half-maximal effect; nearly all actives have a fitted effect of over 55% in size
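Purified hPK-M2 (>95% pure) converted ADP (0.1 mM final) to ATP with 0.5 mM PEP in 50 mM imidazole pH7.2, KCl, MgCl2, Tween 20, BSA; 1 h at room temperature. ATP detected by Kinase-Glo luminescence.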
Chronic BCR inh: chronic active BCR signaling inhibition. ABC-DLBCL IkBa-CBG/CBR reporter, luminescence ratio, 4 h. Potency, µM (series often up to 46.1 µM), without a hit: at the top dose ratio change, negative = lower green/red ratio, most hits filed as inhibitors. 340,000 compounds, 0.05% hits. AID 493014; active = well fitted inhibition curve with a large enough effect in the signal ratio, with a control signal flat, not every such curve was filed as active; inconclusive = small, poorly fitted or top-dose-only effect, or effect the other way, or a change in a side signal; the % refers to the signal ratio;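 note: potency is the fitted concentration of half-maximal effect; plate controls were basal doxycycline-induced cells for no effect and cells given 10 µM MG132 for full effect; MG132 reads +100%, hits lower the ratio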
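Concentration-response series (up to 46 uM) were applied to TMD8 dual-reporter cells for 4 h at 37C with doxycycline. Green/red ratio, after filter-overlap correction, defined %Activity; red signal alone was normalised to basal cells and zero luminescence.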
GALK inhibitor: galactokinase (human) inhibition; Potency, µM (top dose mostly 57.5 µM), for the others: at the highest dose activity change, negative = inhibition, usual class: inhibitors; 270,000 compounds, 0.007% hits; Purified GALK, Kinase-Glo residual ATP luminescence; note: potency is the fitted concentration of half-maximal effect
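Galactose (100 uM) and ATP (35 uM) were turned over by 5 nM GALK for 1 h at RT. Kinase-Glo Plus then converted the remaining ATP into a luminescent signal.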
KCNH2 3.1 block: KCNH2 3.1 (human) potassium channel inhibition | 340,000 compounds, 0.95% hits | AID 720553 | activity change, % (tested at about 1.8 µM) | U2OS KCNH2 3.1, thallium flux FluxOr; stronger effect = lower value;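 active = maximum activity change below -70%; inconclusive = maximum activity change from -70% to -50%; inactive = maximum activity change above -50%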;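 note: thallium influx rate constant from kinetic fluorescence after stimulation buffer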
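Kinetic fluorescence (2 min after stimulation buffer) measures Tl+ influx through KCNH2 3.1 expressed by viral transduction in U2OS cells; the rate constant is normalized against DMSO controls serving as positive and negative references.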
KCNH2 WT inh: inhibitors of human wildtype KCNH2 potassium channel; Q12809; U2OS, BacMam KCNH2, thallium flux FluxOr; stronger effect = lower value; activity change, % at 1.84 µM; 340,000 compounds, 0.37% hits;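 active = maximum activity change below -70%; inconclusive = maximum activity change between -70% and -50%; inactive = maximum activity change above -50%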
Target sequence (Q12809 whole entry, looked up): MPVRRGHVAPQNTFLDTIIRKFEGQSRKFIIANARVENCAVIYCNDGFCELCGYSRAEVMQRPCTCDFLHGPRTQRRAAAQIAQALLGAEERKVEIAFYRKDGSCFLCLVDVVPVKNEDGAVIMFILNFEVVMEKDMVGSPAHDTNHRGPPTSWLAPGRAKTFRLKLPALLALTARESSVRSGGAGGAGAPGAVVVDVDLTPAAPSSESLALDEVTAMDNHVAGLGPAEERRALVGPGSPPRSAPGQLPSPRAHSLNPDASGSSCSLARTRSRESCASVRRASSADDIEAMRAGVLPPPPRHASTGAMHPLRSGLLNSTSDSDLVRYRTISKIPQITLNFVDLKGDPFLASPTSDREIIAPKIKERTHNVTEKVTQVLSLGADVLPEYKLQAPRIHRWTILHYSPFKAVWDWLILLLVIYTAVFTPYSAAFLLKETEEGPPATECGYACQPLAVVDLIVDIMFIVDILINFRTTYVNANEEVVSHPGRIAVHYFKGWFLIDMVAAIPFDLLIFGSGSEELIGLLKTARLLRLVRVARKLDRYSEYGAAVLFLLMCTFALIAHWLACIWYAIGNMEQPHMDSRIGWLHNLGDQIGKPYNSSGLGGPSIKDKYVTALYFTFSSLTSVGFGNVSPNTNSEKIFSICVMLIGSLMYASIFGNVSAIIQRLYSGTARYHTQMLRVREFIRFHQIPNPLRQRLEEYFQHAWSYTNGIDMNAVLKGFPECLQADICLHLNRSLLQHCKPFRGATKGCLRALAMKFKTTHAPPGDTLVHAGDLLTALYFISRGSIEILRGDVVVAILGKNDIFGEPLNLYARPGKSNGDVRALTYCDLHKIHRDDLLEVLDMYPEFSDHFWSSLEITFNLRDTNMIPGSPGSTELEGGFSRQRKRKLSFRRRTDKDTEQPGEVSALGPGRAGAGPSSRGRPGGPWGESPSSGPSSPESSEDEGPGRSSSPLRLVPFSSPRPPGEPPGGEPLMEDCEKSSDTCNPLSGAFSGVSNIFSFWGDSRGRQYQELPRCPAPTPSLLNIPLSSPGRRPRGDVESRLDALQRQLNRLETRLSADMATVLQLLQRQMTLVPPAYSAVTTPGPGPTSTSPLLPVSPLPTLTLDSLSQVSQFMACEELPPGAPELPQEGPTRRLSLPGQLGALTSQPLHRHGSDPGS
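U2OS cells were transduced with wild-type KCNH2 virus (2.03 x 10^8 / mL) for 4 h at room temperature, then cultured overnight at 37 C. Thallium flux was read with FluxOr dye. Rate constants were normalized to DMSO controls.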
FBPA coupling cs: coupling enzyme interference in Giardia aldolase counter-screen; 290,000 compounds, 0.67% hits; coupling enzyme system counterscreen, AmpLite Red fluorescence; AID 2472; activity change, negative = inhibition, % at 58.2 µM, hits read low; in the data active = activity change below about -30%
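Counterscreen lacking aldolase: glyceraldehyde-3-phosphate coupling-enzyme reagent preincubated 10 min at RT with compound (at 57.5 uM final), then substrate/coupling system with AmpLite Red added; fluorescence read at 525/598 nm after 20 min RT.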
B2AR arrestin: beta2AR (human) beta-arrestin recruitment activity; Potency, µM (highest dose often 46.1 µM), for the others: at the top dose activation, hits mostly activators; 330,000 compounds, 0.02% hits; beta-arrestin recruitment to beta2AR, cell-based reporter;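 note: potency is the fitted concentration of half-maximal effect; 0% = DMSO controls and full agonism = EC100 isoproterenol or metaproterenol; nearly all actives have a fitted effect of over 65% in size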
Giardia killer: Giardia lamblia killing; Giardia lamblia trophozoite viability; activity change, % at 7.66 µM, hits read low; 340,000 compounds, 0.15% hits; in the data active = activity change below about -80%; inconclusive = between about -30% and that limit;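 note: parasites exposed to compound for two days anaerobically before the ATP read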
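Viability, read as ATP luminescence: trophozoites at 100 cells/well, compound added, 48 hrs anaerobic at 37 deg C, then 15-30 min room-temperature development before reading.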
USP2a inh: blocks human ubiquitin-specific protease USP2a. O75604. Potency, µM (highest dose often 38.3 µM), for the others: at the highest dose activity change, negative = inhibition, usual class: inhibitors. AID 463254. 330,000 compounds, 0.01% hits. USP2 core, Ub-CHOP2 coupled fluorogenic reporter, 485/531;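 note: potency is the fitted concentration of half-maximal effect; plate controls were DMSO wells for no effect and full inhibition by NEM control for full effect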
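Deubiquitinase activity read as fluorescence (485/531 nm) after Ub-CHOP2 cleavage activates the enterokinase reporter on its substrate; USP2 core 10nM, Ub-CHOP2 and substrate 25nM each, 30min compound preincubation then 60min RT; data normalized to NEM, curves fitted.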
Eya2 phos inh: Eya2 (human) phosphatase inhibition | recombinant Eya2, OMFP fluorescence dephosphorylation (OMFP is methylfluorescein phosphate) | 330,000 compounds, 0.006% hits | Potency, µM (doses to about 76.9 µM), for inactives: top-dose activity, negative = inhibition, actives largely listed as inhibitors | O00167; note: potency is the fitted concentration of half-maximal effect
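Eya2 (0.2 uM) preincubated 10 min at ambient with compound, then OMFP substrate added at 50 uM; 10 min reaction in 50 mM HEPES pH 7.5, 50 mM NaCl, 5 uM MgCl2, 0.05% BSA, 1 mM DTT. Fluorescence read at Ex 485/Em 525 nm.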
* = called active by the depositor; ? = inconclusive; . = no result given; [ ] = dose if it differs, or a comment. Unless noted, calls come from the whole dose curve; as a rule, active = well fitted curve in the direction sought with a large enough effect; inconclusive = small, poorly fitted or top-dose-only effect, or another doubt; inactive = no such curve, though single readings can be large; an effect the other way counts as inactive or inconclusive. Unless noted, % is set by controls: 0 for no effect and ±100 for the full control effect.

The line under a structure holds: uPA generation, PKM2 act, Chronic BCR inh, GALK inhibitor, KCNH2 3.1 block, KCNH2 WT inh, FBPA coupling cs, B2AR arrestin, Giardia killer, USP2a inh, Eya2 phos inh
CCn1nnnc1SCC(=O)N1CCCc2ccccc21
 : 5.0%, 1.4%, 0.2%, -3.3%, -1.7, 0.0, 2.8, -0.3%, 4.5, 3.4%, 5.3%
CCOc1ccccc1CN1CCNC(=O)C1CC(=O)N(C)C1CCOCC1 (configuration not stated)
 : 6.1%, ., 2.2%, -6.9%, -15.9, 0.7, ., 0.5%, 7.5, 2.2%, 3.2%
COc1ccccc1C(=O)NCC1CCN(c2ccc(S(=O)(=O)N3CCOCC3)cc2)CC1
 : 1.0%, -1.7%, 22.2%, 0.9%, -5.3, -2.3, 4.8, 0.1%, 14.2, -6.1%, 7.4%
COc1ccc2[nH]c3c(=S)nc[nH]c3c2c1
 : -4.5%, -0.6%, 20.4%, -2.8%, 23.2, -0.9, -5.5, -0.1%, 1.5, 5.5%, 0.9%
CC(C)n1c(SCC(=O)Nc2nc3c(s2)CCCC3)nc2c1c(=O)n(C)c(=O)n2C
 : 3.4%, 14.3%, -1.1%, -0.7%, -17.1, 0.3, 4.1, 0.2%, 4.3, 3.9%, -19.0%
CN(CC(=O)Nc1c(Cl)cccc1Cl)C(=O)C1CC(=O)N(Cc2ccccc2)C1 (configuration not stated)
 : 0.9%, ., 0.5%, ., 5.1, 7.9, ., -0.1%, 4.7, -0.1%, -15.5%
CCn1c(SCC(=O)N2CC(=O)Nc3ccccc32)nnc1-c1ccoc1C
 : -3.5%, 23.8%, -7.3%, -1.2%, ., -9.1, -2.8, -0.5%, -12.2, 1.1%, 8.6%
CCOC(=O)C1CCCN(CCC(C)c2ccccc2)C1 (configuration not stated)
 : -8.0%, -0.9%, ?, -1.0%, -7.6, -22.8, -0.4, 0.0%, -3.0, -0.1%, 18.6%
COc1ccc(Br)cc1CNC(=O)CCc1nc(-c2ccc(C)cc2)no1
 : 4.9%, -3.5%, 5.1%, 2.2%, 0.4, -1.4, 3.3, -0.2%, 4.1, -0.4%, -3.7%
CN1C(=O)N(CC(=O)N2CCN(c3ccccc3F)CC2)C(=O)C12CCCCC2
 : -16.7%, ., 0.1%, ., -24.1, -0.2, ., -0.1%, 19.6, 2.4%, 15.0%
O=C(NCc1ccccc1F)C1CCN(S(=O)(=O)c2ccccc2)CC1
 : 1.2%, ?, 7.4%, -0.4%, 10.8, 4.7, -0.1, 0.3%, 1.1, -0.3%, -9.3%
O=C1c2ccccc2-c2onc3ccc(N4CCCC4)c1c23
 : ?, 1.2%, ?, 6.4%, 18.8, -0.8, -49.9*, -0.9%, 28.1, ?, ?
CCN(CC)c1ccc(S(=O)(=O)N2CCOCC2)cc1NC(=O)C1CC1
 : -0.2%, ., -3.5%, ., -10.1, 1.4, ., -2.2%, 11.6, -1.1%, -2.4%
COc1cc(OC)cc(C(=O)N2CCN(c3ccccn3)CC2)c1
 : -1.7%, -5.1%, 2.3%, -2.9%, -14.1, -2.8, 1.3, 0.3%, -4.9, -1.2%, -28.1%
COc1ccccc1OCC(=O)Nc1ccc2c(c1)OCO2
 : -0.5%, 1.3%, -14.4%, -2.1%, 0.0, 6.1, -2.4, 0.1%, -4.2, 1.5%, -2.3%
CSc1ccc(S(=O)(=O)N2CCC(C(=O)NCC3CCCO3)CC2)cc1 (configuration not stated)
 : -1.2%, 10.4%, 4.0%, 2.0%, 13.1, -2.9, 1.8, -0.3%, -8.9, 1.7%, -15.4%
Cc1ccc(NC(=O)/C(=C/c2ccco2)c2ccccc2)c(C)c1
 : 9.3%, -4.3%, ?, -0.9%, -12.7, -4.7, 0.7, -0.1%, 15.0, -0.8%, -13.6%
C=CCn1c[n+](CC(=O)c2ccc(Br)s2)c2ccccc21
 : -0.7%, -0.3%, 1.0%, 0.1%, -7.2, 14.3, 2.4, -0.1%, 1.4, 16.4%, 7.6%
CCn1nnnc1SCC(=O)Nc1ccc2c(c1)OCO2
 : -2.3%, -1.4%, -6.8%, 0.3%, 8.4, -0.9, 0.5, -0.2%, 1.9, -1.0%, 0.8%
Cc1ccc(C)c(NC(=O)c2cc(S(=O)(=O)N3CCOCC3)cn2C)c1
 : 2.2%, 10.3%, 0.7%, ., -2.7, 4.8, 3.6, 0.1%, -15.9, -7.6%, -8.4%

Compound profiles, from the list above. Values in the order: uPA generation	PKM2 act	Chronic BCR inh	GALK inhibitor	KCNH2 3.1 block	KCNH2 WT inh	FBPA coupling cs	B2AR arrestin	Giardia killer	USP2a inh	Eya2 phos inh
`COc1cc(OC)cc(C(=O)N2CCN(c3ccccn3)CC2)c1` as listed: -1.7%	-5.1%	2.3%	-2.9%	-14.1	-2.8	1.3	0.3%	-4.9	-1.2%	-28.1%
`COc1ccccc1C(=O)NCC1CCN(c2ccc(S(=O)(=O)N3CCOCC3)cc2)CC1` as listed: 1.0%	-1.7%	22.2%	0.9%	-5.3	-2.3	4.8	0.1%	14.2	-6.1%	7.4%

Later entries:
The line under a structure holds: uPA generation, PKM2 act, Chronic BCR inh, GALK inhibitor, KCNH2 3.1 block, KCNH2 WT inh, FBPA coupling cs, B2AR arrestin, Giardia killer, USP2a inh, Eya2 phos inh
Cc1cc(NC(=O)NC2CC(=O)N(c3ccc4c(c3)OCCO4)C2)no1 (configuration not stated)
 : 1.9%, -8.7%, ?, -1.0%, 7.2, 6.4, -1.1, -0.1%, -9.6, 1.8%, -12.7%
CCc1ccc(CNC(=O)c2ccc(NC(=O)C3=CSCCO3)cc2)cc1
 : -6.6%, ., 11.3%, -1.1%, -2.0, 8.7, ., 0.2%, 8.4, 1.2%, 0.5%
CS(=O)(=O)c1ccc2nc(NC(=O)c3ccc(N4C(=O)CCC4=O)cc3)sc2c1
 : 1.3%, 1.7%, ?, -0.4%, 3.6, 1.2, 2.6, 0.2%, -16.0, 11.8%, ?
COC(=O)c1cc(-c2ccc(Br)cc2)c2c(=O)[nH]c(=O)n(C)c2n1
 : 3.9%, ., 0.1%, -1.4%, -10.7, ., 1.6, -0.8%, 5.9, 4.9%, -4.8%
CCCN(C(=O)CCSc1ccc(F)cc1)c1c(N)n(Cc2ccccc2)c(=O)[nH]c1=O
 : -0.6%, -1.4%, 4.8%, -1.5%, -5.6, 18.3, ., 0.0%, 2.8, 1.1%, 8.4%
CN1/C(=C\C(=O)c2cccnc2Cl)C(C)(C)c2ccccc21
 : -4.1%, -6.1%, -0.2%, -0.8%, ., 5.5, 0.6, -1.9%, 11.9, 3.3%, -5.7%
CCOC(=O)C1=C(N)Oc2ccc3ccccc3c2C1c1ccc(O)cc1 (configuration not stated)
 : 3.4%, 1.3%[11.5 µM], -29.8%, -4.9%, 21.1, -1.8, -1.7, 0.1%, -12.5, 0.3%, -7.6%
O=C(Nc1ccc(F)cc1)C1CCN(S(=O)(=O)c2ccc3[nH]c(=O)oc3c2)CC1
 : 5.3%, ., -3.6%, 2.7%, 23.2, -17.5, ., 0.6%, -18.8, -0.9%, 2.7%
CCOC(=O)N1CCN(C(=O)CNC(=O)C23CC4CC(CC(C4)C2)C3)CC1
 : -0.8%, -2.6%, 3.4%, -2.7%, -13.2, -3.6, ., 0.1%, 2.4, -1.4%, -1.0%
COc1cc(/C=N/NC(=O)c2c(C)nc3ccc(Cl)cn23)cc(OC)c1OC
 : 3.6%, 1.8%, -9.1%, 0.6%, 7.0, -12.2, 1.8, -1.0%, 5.4, 0.0%, 0.6%
COc1cccc(-c2nn(-c3ccccc3)cc2CNC(C)Cn2cncn2)c1 (configuration not stated)
 : -1.8%, 0.9%, 10.7%, -1.7%, 3.3, -11.1, 4.3, 0.3%, 6.7, -0.2%, -4.1%
O=C(CSc1nnc(-c2ccc(O)cc2)o1)Nc1ccccc1
 : -9.7%, ?, ?, 7.1%, 21.9, -6.0, 1.0, 0.5%, 21.6, 2.0%, 6.5%
CCOC(=O)C1CCN(c2ccc([N+](=O)[O-])cc2S(=O)(=O)N2CCOCC2)CC1
 : -2.1%, 0.3%, 2.4%, 0.9%, 6.2, 1.1, -0.2, -0.5%, -22.2, -0.7%, 5.1%
Cc1cccc(-c2nc3ccccc3c(=O)n2NC(=O)c2cccnc2Cl)c1
 : -1.1%, -8.5%, -0.1%, 0.5%, 14.8, 1.4, -0.6, 0.3%, -3.9, 0.2%, 0.2%
O=C(CN1C(=O)NC2(CCCCCCC2)C1=O)N1CCOCC1
 : ., 1.6%, 3.1%, 1.2%, 1.2, -19.1, 0.6, -2.1%, 5.0, 1.4%, -2.0%
CC(=O)OC1COC(n2ccc3ccccc32)C(OC(C)=O)C1OC(C)=O (configuration not stated)
 : -0.3%, -1.9%, -2.5%, 3.2%, 1.7, -1.0, 2.4, -1.2%, -24.2, 1.0%, -1.1%
